CHRM4 agonist – agonists of human muscarinic M4 receptor (CHRM4) | 360,000 compounds, 0.14% hits | AID 624127 | activation, % at 3 µM | CHO-K1 hM4/Gqi5, Fluo-8 calcium fluorescence; vehicle 0%, full acetylcholine response 100% | P08173;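 active = activation above the run mean over all test wells plus 3 SD, cut at about 32% in these data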;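 note: peak over basal fluorescence ratio per well then scaled between controls; 0% = DMSO wells and 100% = acetylcholine at EC100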
Target sequence (P08173 whole entry, looked up): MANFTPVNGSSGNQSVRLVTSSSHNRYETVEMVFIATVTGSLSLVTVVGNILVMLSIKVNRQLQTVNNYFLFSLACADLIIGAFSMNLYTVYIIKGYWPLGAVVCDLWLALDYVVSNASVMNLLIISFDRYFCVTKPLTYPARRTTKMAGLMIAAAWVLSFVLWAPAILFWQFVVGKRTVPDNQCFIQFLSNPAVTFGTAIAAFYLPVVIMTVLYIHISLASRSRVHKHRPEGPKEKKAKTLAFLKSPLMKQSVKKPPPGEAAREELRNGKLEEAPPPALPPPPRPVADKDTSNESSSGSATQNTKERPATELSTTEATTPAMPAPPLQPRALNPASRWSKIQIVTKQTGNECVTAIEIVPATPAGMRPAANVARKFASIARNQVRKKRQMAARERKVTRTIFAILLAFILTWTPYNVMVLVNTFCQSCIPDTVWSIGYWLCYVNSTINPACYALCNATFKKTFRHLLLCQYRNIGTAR
TAAR1 ag – human TAAR1 agonism | CHO RD-HGA16 TAAR1, Fluo-8 calcium fluorescence; vehicle wells 0%, saturating PEA agonist 100% | 360,000 compounds, 0.99% hits | Q96RJ0 | activation, % at 3 µM | AID 624467;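 active = activation above the mean activation of all test compounds in the run plus 3 SD, cut at about 38% in these data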
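Assay system – CHO-derived RD-HGA16 cells with stable Gα16 and human TAAR1 · Compound dosing – one-point dosing at 3 µM (nominal) · Incubation – 17-24 h seeding, 75 min 37 °C dye, 30 min RT · Measured by – kinetic Fluo-8 calcium fluorescence · Control set – DMSO vehicle as 0%, PEA at EC100 as 100% · Repeats – single well for each compound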
M1 PAM – human CHRM1 positive allosteric modulation; P11229; CHO-K1 hM1, Fluo-8 calcium fluorescence, ACh EC20; 0% = ACh EC20, 100% = maximal ACh; activation, % at 3 µM; 360,000 compounds, 0.088% hits; in the data active = activation above about 19%, passing the limit was not always enough
M5 PAM – potentiates acetylcholine response at human M5 receptor. 360,000 compounds, 0.3% hits. P08912. AID 624038. CHO-K1 hM5, Fluo-8 calcium, ACh EC20 PAM; 0% = ACh EC20, 100% = ACh EC100. activation, % at 3 µM;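 active = activation above the run cutoff, the mean activation of all test compounds plus 3 SD, cut at about 18% in these data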
Target sequence (P08912 whole entry, looked up): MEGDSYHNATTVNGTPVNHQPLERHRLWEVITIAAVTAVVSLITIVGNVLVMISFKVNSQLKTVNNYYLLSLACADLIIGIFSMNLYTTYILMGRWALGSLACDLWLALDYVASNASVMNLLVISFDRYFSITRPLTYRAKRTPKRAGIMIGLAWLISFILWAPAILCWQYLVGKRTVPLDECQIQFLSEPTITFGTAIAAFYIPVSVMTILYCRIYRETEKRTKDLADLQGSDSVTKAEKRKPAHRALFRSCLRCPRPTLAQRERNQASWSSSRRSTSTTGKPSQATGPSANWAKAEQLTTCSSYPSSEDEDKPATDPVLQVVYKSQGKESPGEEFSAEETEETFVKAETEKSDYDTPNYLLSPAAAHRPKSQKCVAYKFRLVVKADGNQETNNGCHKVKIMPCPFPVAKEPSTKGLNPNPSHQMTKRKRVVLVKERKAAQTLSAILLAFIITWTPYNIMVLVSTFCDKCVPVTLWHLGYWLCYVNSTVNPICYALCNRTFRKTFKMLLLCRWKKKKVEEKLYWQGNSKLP
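System: CHO-K1 cell line with stable human muscarinic M5 receptor expression | Also added: EC20 acetylcholine as agonist stimulus | Compound: One concentration, 3 µM final (nominal) | Timing: Fluo-8 loading 80 min at 37 °C plus 30 min room temperature | Measured by: Fluo-8 calcium dye fluorescence, kinetic read | Read-out basis: % activation, ACh-normalized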
CHRM5 agonist – agonists of human muscarinic M5 receptor (CHRM5); P08912; CHO-K1 hM5 cells, Fluo-8 calcium fluorescence; 0% DMSO wells, 100% maximal acetylcholine response; activation, % at 3 µM; 360,000 compounds, 0.19% hits;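 active = activation above the run's mean over test compounds plus 3 SD, cut at about 23% in these data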;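 note: signal is peak over basal fluorescence ratio across the kinetic read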
M1 ag – activates human CHRM1 receptor; P11229; CHO-K1 hM1, Fluo-8 calcium fluorescence, agonist mode; 0% DMSO, 100% acetylcholine EC100; activation, % at 3 µM; 360,000 compounds, 0.33% hits; AID 588814;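 active = activation above the run's mean compound activation plus 3 SD, cut at about 16% in these data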;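 note: peak over basal fluorescence ratio within a 140 s kinetic read after compound addition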
CHRM1 antagonist – antagonists of human M1 muscarinic receptor; P11229; 360,000 compounds, 1.3% hits; inhibition, % at 3 µM; CHO-K1 hM1, Fluo-8 calcium fluorescence, ACh EC80 antagonist;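 active = percent inhibition above its own plate's cutoff, namely the mean of that plate's compound wells plus 3 SD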;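 note: peak over basal fluorescence ratio during 140 s after agonist addition; 0% = ACh EC80 plus DMSO and 100% = DMSO alone without agonist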
CHRM4 antagonist – blocks acetylcholine activation of human M4 receptor | P08173 | CHO-hM4 cells, ACh EC80, Fluo-8 calcium fluorescence | inhibition, % at 3 µM | 360,000 compounds, 0.73% hits | AID 624125;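 active = inhibition above its plate's cutoff, the mean inhibition of sample wells plus 3 SD, cut at about 27% in these data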;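 note: 0% = acetylcholine EC80 with DMSO and 100% = DMSO without agonist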
M5 antag – antagonists of human muscarinic M5 receptor (CHRM5); P08912; CHO-hM5 cells, Fluo-8 calcium fluorescence, ACh EC80; inhibition, % at 3 µM; 360,000 compounds, 0.59% hits;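 active = inhibition above a per-plate cutoff, the mean of that plate's test compounds plus 3 SD, cut at about 27% in these data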;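 note: 0% = acetylcholine EC80 with DMSO and 100% = DMSO without agonist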
Numbers without * were called inactive; . = not tested or not shown; & = joins results of further samples. An excerpt, so the mix of outcomes need not match the whole.

SMILES | CHRM4 agonist | TAAR1 ag | M1 PAM | M5 PAM | CHRM5 agonist | M1 ag | CHRM1 antagonist | CHRM4 antagonist | M5 antag
CS(=O)(=O)N1CCN=C1SCc1ccc(Br)cc1 | 1 | -1 | 0 | -3 | -4 | -3 | -4 | 0 | 14
O=C(NCC1CCCO1)C1CCCCN1S(=O)(=O)c1ccc(F)cc1 (stereo unspecified) | 1 | 9 | 11 | 7 | -2 | 1 | -12 | 1 | 3
Cc1cc(C2C(C#N)=C(N)OC3=C2C(=O)CC(C)(C)C3)c(C)s1 (stereo unspecified) | 0 | 18 | -4 | -2 | -7 | -6 | 1 | -1 | -2
Cc1ccc(Nc2oc(C)nc2C#N)cc1 | -2 | 5 | 1 | -6 | -2 | -7 | -3 | -5 | 7
NC(=O)c1ccc(NC(=O)C2CC(=O)N(c3ccc4c(c3)OCCO4)C2)cc1 (stereo unspecified) | 1 | -3 | -1 | 4 | 4 | -7 | 6 | -10 | -4
O=C(N/N=C\c1ccc2c(c1)OCO2)c1ccc(Cn2cc(Br)c([N+](=O)[O-])n2)o1 | 1 | 0 | 9 | -5 | -2 | -7 | -5 | -2 | 2
COc1ccc(C(=O)NCC(=O)OCc2nc(N)nc(Nc3ccccc3C)n2)cc1 | 0 | 5 | 2 | 7 | -4 | -4 | -8 | -11 | -1
CC(=O)Nc1ccc(NC(=O)C2CCCN2S(=O)(=O)c2cccc(C(F)(F)F)c2)cc1 (stereo unspecified) | 1 | 5 | 12 | 0 | -6 | -2 | -13 | 1 | 7
Cn1c(SCC(=O)NCc2ccccc2)ncc(C(=O)Nc2ccccc2)c1=O | 0 | 1 | 2 | -2 | 4 | -1 | 1 | -6 | 8
Cc1ccc(NC(=O)N(CCCN2CCOCC2)Cc2cc3cc4c(cc3[nH]c2=O)OCO4)cc1 | -1 | 0 | 5 | 1 | -6 | -6 | -23 | -2 | -2
CCOc1cc(C(=O)NCc2ccc(C)cc2)ccc1OCC(=O)N1CCOCC1 | 0 | 3 | 3 | 0 | -1 | -5 | -8 | -6 | -4
O=C(Nc1ccc(N2CCOCC2)cc1)c1ccc(Cl)c(S(=O)(=O)N2CCCC2)c1 | 6 | 7 | -6 | 0 | 6 | 0 | 6 | -1 | 9

Only M5 PAM and TAAR1 ag (four entries from above):
structure	M5 PAM	TAAR1 ag
NC(=O)c1ccc(NC(=O)C2CC(=O)N(c3ccc4c(c3)OCCO4)C2)cc1 (stereo unspecified)	4	-3
O=C(N/N=C\c1ccc2c(c1)OCO2)c1ccc(Cn2cc(Br)c([N+](=O)[O-])n2)o1	-5	0
COc1ccc(C(=O)NCC(=O)OCc2nc(N)nc(Nc3ccccc3C)n2)cc1	7	5
CC(=O)Nc1ccc(NC(=O)C2CCCN2S(=O)(=O)c2cccc(C(F)(F)F)c2)cc1 (stereo unspecified)	0	5

Additional structures follow:
SMILES | CHRM4 agonist | TAAR1 ag | M1 PAM | M5 PAM | CHRM5 agonist | M1 ag | CHRM1 antagonist | CHRM4 antagonist | M5 antag
O=C(/C=C/Nc1ccc(F)cc1F)c1ccco1 | 1 | 11 | 3 | 3 | 2 | -2 | 4 | -1 | -17
CC(CCc1ccccc1)NC(=O)/C=C/c1ccc(Cl)cc1 (stereo unspecified) | -2 | -2 | -9 | -9 | -6 | -5 | 2 | -1 | -7
COc1cccc(-n2c(CN3CCN(c4ccccc4)CC3)nc3ccc([N+](=O)[O-])cc3c2=O)c1 | 1 | 3 | -1 | 0 | 0 | -3 | 5 | 8 | 1
CCN1C(=NCC2CC2)N[C@@H](c2cccc(C(F)(F)F)c2)C(C(=O)OC)=C1C | 3 | . | 8 | 7 | -7 | -6 | -11 | 3 | -2
O=S(=O)(Nc1ccc(F)cc1)N1CCCCCC1 | 1 | 5 | -6 | -1 | -5 | -6 | -2 | 3 | 5
N#C/C(=C/C1=C(N2CCOCC2)C(=C/c2ccc(Cl)cc2Cl)/CC1)C(=O)Nc1ccccc1F | 1 | 7 | 4 | -3 | 2 | -1 | -6 | 6 | 16
CC(C)C1C(=O)N(Cc2cn(CC3CCCCC3)nn2)CCS(=O)(=O)N1Cc1ccc(-c2ccncc2)cc1 (stereo unspecified) | 2 | 2 | 2 | 0 | -1 | -7 | -4 | -10 | 0
CNC(C)C(=O)NC(C(=O)NC(C)C(=O)Nc1cccc2ccccc12)C(C)C (stereo unspecified) | 0 | 3 | 2 | -4 | 0 | -3 | -9 | -15 | -4
COc1ccc(OCC(=O)Nc2ccc(S(=O)(=O)N3CCCCC3)cc2)cc1 | 8 | 9 | 2 | -2 | 2 | -2 | 5 | -7 | 9
COC(=O)C(C(=O)OC)c1ccccc1NS(=O)(=O)c1c(C)cc(C)cc1C | 0 | -1&-1 | . | 0 | -3 | . | . | -1 | 10
CCN(C(=O)COC(=O)c1ccccc1Cc1ccccc1)C1CCS(=O)(=O)C1 (stereo unspecified) | 2 | 13 | 4 | 9 | 1 | -3 | -3 | -10 | 3
CC1(C)c2[nH]c3ccccc3c2C[C@H]2C(=O)N(CCCO)CC(=O)N21 | 1 | 3 | 6 | -1 | -5 | -4 | 0 | -2 | 5
COc1ccc(-c2ccc(CN3C(C)C(=O)N(Cc4cn(CCC5OCCO5)nn4)CCS3(=O)=O)cc2)cc1 (stereo unspecified) | 5 | 5 | -6 | -3 | -1 | -8 | 4 | -3 | 8
CCN(CC)CCNC(=O)c1ccc(NC(=O)c2cc(-c3ccco3)nc3ccccc23)cc1 | 1 | 1 | -13 | -2 | -8 | -6 | 20 | 6 | 0
CCc1ccc(C(N)=S)cc1 | 11 | -1 | -8 | -15 | -3 | -5 | 21 | 7 | 14
Cc1ccc(S(=O)(=O)CCSc2cccc(C(=O)Nc3ccccc3C(=O)O)c2)cc1 | -3 | -1 | 37* | 4 | 3 | -2 | 6 | 3 | -4
O=c1nc(Nc2ccccc2)oc2ccccc12 | 9 | 4 | 9 | -10 | 6 | -2 | -8 | 11 | 11
O=C(Nc1nccs1)c1nc(-c2ccccc2)n(-c2ccccc2)n1 | 2 | 8 | -1 | -3 | 0 | -2 | 7 | 1 | -4
COc1ccc(-c2cc(C)no2)cc1S(=O)(=O)N1CCN(c2ccccc2F)CC1 | 1 | 2 | -7 | 6 | -1 | -2 | 12 | -3 | -1
CCN(CC)C(=O)[C@H]1C[C@H](CC(=O)NCC23CC4CC(CC(C4)C2)C3)C(=O)N2CCc3c([nH]c4ccc(Cl)cc34)[C@]12C | -1 | -1 | 10 | 0 | 1 | -5 | -17 | 5 | 11
Cc1cccnc1C(NC(=O)C1CCN(CCCc2ccccc2)CC1)c1ccc(F)cc1 (stereo unspecified) | 1 | 0 | -2 | -4 | -3 | -8 | -6 | 2 | 0
Cc1cc(N2C(=O)C(O)=C(C(=O)c3cc4ccccc4o3)C2c2ccc(Cl)cc2)no1 (stereo unspecified) | 0 | 0 | 6 | 9 | 0 | 0 | -15 | -8 | -19
COc1ccc(OCC(=O)OCC(=O)Nc2cc(S(=O)(=O)N3CCOCC3)ccc2Cl)cc1 | 6 | 7 | -2 | -1 | 2 | -1 | 4 | -3 | 8
CCOc1ccc(N2CC(C(=O)NCCc3c[nH]c4ccc(C)cc34)CC2=O)cc1 (stereo unspecified) | 4 | -3 | 6 | 2 | 0 | 0 | -3 | -4 | 3
CCOc1ccccc1CN1CCCC(CNS(=O)(=O)c2ccc(OC)cc2)C1 (stereo unspecified) | 2 | 4 | -37 | -5 | -9 | -14 | 38* | 13 | 13
COc1ccc2cc(C(c3nnnn3CC3CCCO3)N3CCOCC3)c(=O)[nH]c2c1 (stereo unspecified) | 0 | 2 | 9 | 3 | 2 | -2 | -4 | -1 | -2
COc1ccc(C2CC(c3ccc4ccccc4c3)=NN2C(=O)CN2CCC(C(N)=O)CC2)cc1 (stereo unspecified) | 4 | 2 | 5 | 0 | -12 | -6 | 7 | -7 | 7
Cc1ccc(-n2c(C)nnc2SCC(=O)NC2CC2)cc1 | 1 | 1 | 2 | 0 | -1 | -2 | 7 | 5 | -13
CCOC(=O)C1CCN(C(=O)NC23CC4CC(CC(C4)C2)C3)CC1 | 0 | -2 | 5 | -1 | 1 | -13 | -17 | -2 | 7
CC(=O)c1cccc(-c2ccnc3c2CC(C(=O)NCc2cccs2)O3)c1 (stereo unspecified) | 6 | 2 | 20 | 1 | 1 | 7 | -23 | -11 | 0
CC1CCCC(NC(=O)COC(=O)c2cccs2)C1C (stereo unspecified) | 1 | 7 | 7 | -2 | -1 | -6 | -8 | 2 | 5
O=C(COc1ccc([N+](=O)[O-])cc1)Nn1cnnc1 | 10 | 4 | 7 | -7 | 1 | -5 | 3 | -6 | 9
Cc1ccccc1CN1CCN(C(=O)c2cc(-c3ccncc3)nc3ccccc23)CC1 | 17 | 12 | -6 | -9 | 1 | -1 | 19 | 24 | 16
Cc1cc(=O)n2nc(N3CCC(C(=O)NCC(C)c4ccccc4)CC3)sc2n1 (stereo unspecified) | 0 | 4 | -2 | 0 | -6 | -14 | -7 | 8 | 7
c1ccc(Cc2c[nH]c3ccccc23)cc1 | -1 | -3 | 7 | -4 | -3 | -6 | -12 | -3 | 7
COc1ccccc1NC(=S)NCCc1ccc(F)cc1 | 1 | 9 | 4 | 5 | -5 | -12 | -1 | 2 | -19
CCN(CC)c1ncnc2c1[nH]c1ccccc12 | 7 | 6 | 1 | -6 | 4 | -2 | 1 | 14 | -1
O=C(c1ccc(S(=O)(=O)c2ccc(Cl)cc2)cc1)N1CCOCC1 | 11 | 6 | -5 | -8 | 6 | -5 | 3 | 5 | 15
Cc1cc(C)cc(NC(=O)C2CCN(C(=O)c3cccs3)CC2)c1 | 2 | 0 | -1 | 8 | -1 | -5 | -2 | -7 | 3
CC(=O)c1cccc(NC(=O)N2CCCC2C(=O)NC2CCCC2)c1 (stereo unspecified) | 0 | -2 | -5 | -6 | -2 | -2 | 14 | 9 | 14
Cc1cc(C)n(-c2nc(C)nc3c2cnn3-c2ccccc2)n1 | 0 | 2 | 8 | 2 | 1 | -5 | -11 | -4 | 1
COc1ccc(/C=C(\NC(=O)c2ccc(OC)cc2)C(=O)Nc2ccc(C(=O)O)cc2)cc1 | 19 | 4 | -14 | -7 | 2 | -6 | 29 | -1 | 11
Cc1ccccc1CN1CCCC(C(=O)N2CCCCC2)C1 (stereo unspecified) | 0 | 6 | -11 | 0 | -6 | -11 | 14 | -4 | 14
Cc1ccc(-n2cc(CNC(C)c3cnn(C)c3)c(-c3ccc(F)cc3)n2)cc1 (stereo unspecified) | 6 | 9 | -2 | 0 | -1 | -4 | 4 | -4 | 5
COc1ccc(OC)c(NC(=O)c2nc(S(=O)(=O)Cc3ccccc3)ncc2Cl)c1 | 2 | 1 | 4 | -2 | -6 | -5 | 5 | 44* | 25

Screening data as filed in PubChem.
